Source: PubChem BioAssay
FBW7 activator: human FBW7 E3 ligase activation, primary screen; AID 1259310; AlphaScreen FBW7–phospho-cyclin E peptide binding, activator screen; normalized activity (activation), % at 26.1 µM; 0.13% of 650,000 active; in the data active means normalized activity above about 1.9%;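 further: purified mutant Fbw7 with reduced substrate affinity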
MITF primary: inhibitors of human MITF | AlphaScreen MITF homodimerization, bead proximity signal | inhibition, % at 2.6 µM | 0.91% of 650,000 active | AID 1259374; in the data active means inhibition above about 50%;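 further: 0% = vehicle wells with protein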
Target sequence (O75030 whole entry, looked up): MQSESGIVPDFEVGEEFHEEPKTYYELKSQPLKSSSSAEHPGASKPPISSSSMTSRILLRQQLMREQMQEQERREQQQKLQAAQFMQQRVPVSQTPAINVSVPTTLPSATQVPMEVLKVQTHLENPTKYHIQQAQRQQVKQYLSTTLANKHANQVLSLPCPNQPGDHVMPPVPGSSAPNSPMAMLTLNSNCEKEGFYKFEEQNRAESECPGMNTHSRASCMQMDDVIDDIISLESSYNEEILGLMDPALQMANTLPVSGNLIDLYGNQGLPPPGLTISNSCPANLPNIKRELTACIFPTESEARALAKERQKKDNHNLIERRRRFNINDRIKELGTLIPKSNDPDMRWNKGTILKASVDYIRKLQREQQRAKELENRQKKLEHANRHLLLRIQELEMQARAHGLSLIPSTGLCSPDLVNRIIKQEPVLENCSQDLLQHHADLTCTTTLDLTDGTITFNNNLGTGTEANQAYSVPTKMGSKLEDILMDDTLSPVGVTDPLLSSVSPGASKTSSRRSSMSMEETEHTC
GPR151 ag: activates the human receptor GPR151. activation, % at 11.2 µM. 1% of 650,000 active. Q8TDV0. AID 1508602. PathHunter beta-arrestin GPR151 cells, luminescence; in the data active means activation above about 4.9%;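 further: 0% = median of compound wells and 100% = cells with positive control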
Target sequence (Q8TDV0 whole entry, looked up): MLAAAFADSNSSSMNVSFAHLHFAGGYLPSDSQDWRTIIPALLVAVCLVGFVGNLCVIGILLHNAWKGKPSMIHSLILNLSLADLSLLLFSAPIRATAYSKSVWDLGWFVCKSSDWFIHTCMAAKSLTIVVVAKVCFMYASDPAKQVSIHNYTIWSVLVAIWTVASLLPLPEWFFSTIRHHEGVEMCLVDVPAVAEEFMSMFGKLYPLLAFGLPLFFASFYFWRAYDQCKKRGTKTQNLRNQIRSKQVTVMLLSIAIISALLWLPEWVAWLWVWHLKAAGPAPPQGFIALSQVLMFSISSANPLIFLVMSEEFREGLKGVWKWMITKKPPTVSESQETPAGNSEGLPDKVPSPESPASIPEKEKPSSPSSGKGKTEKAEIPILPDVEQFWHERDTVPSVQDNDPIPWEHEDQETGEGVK
TEAD-YAP block: TEAD-YAP interaction inhibition | HEK-TIYL cells, TEAD-Gal4/YAP UAS-luciferase luminescence | 1.4% of 640,000 active | inhibition, % at 9.12 µM | AID 1259422; in the data active means inhibition above about 32%;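 further: 0% = median of test compound wells and 100% = reference inhibitor wells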
Starred values were filed as active, the others as inactive; . = no result given; & = joins results of further samples; ! = repeats disagree.

SMILES	FBW7 activator	MITF primary	GPR151 ag	TEAD-YAP block
COC(=O)c1ccc(NC(NC(=O)c2ccc(Cl)cc2)C(=O)c2cccs2)cc1 (centres undefined)	0.1	9	-0.3	-22
O=C(c1cnn2c(C(F)(F)F)cc(-c3ccc4c(c3)OCO4)nc12)N(Cc1ccccc1)Cc1ccccc1	0.3	12	-0.8	3
N#Cc1cnn(-c2nnc(-c3ccccc3)c3ccccc23)c1N	0.0	-4	-1.8	-5
O=C(/C=C\c1ccc2c(c1)OCO2)NC(C(=O)Nc1ccc2c(c1)OCO2)c1ccccc1 (centres undefined)	0.7	2	-0.2	5
O=C(Nc1ccccc1Oc1ccccc1)C(F)(F)F	-0.1	-12	0.6	0
Cn1c(SCC(=O)Nc2ccc(F)cc2)nnc1-c1cccc(N)c1	0.3	4	-0.9	10
CCC1CCCCN1C(=O)c1nn2c(c1Cl)NC(c1ccco1)CC2C(F)(F)F (centres undefined)	0.0	-6	0.8	15
Oc1cccc2ccc(Oc3cccc4cccnc34)nc12	0.0	-3	-0.1	-7
Cc1cccc(NCc2cc(Br)ccc2O)n1	0.2	6	4.7	-14
COc1ccc(NC(=O)CCN2CCN(CCO)CC2)c(OC)c1	-0.1	4	-0.7	8
COc1ccc(C(=O)Nc2ccnn2C2CCN(C(=O)c3cccnc3)CC2)cc1	0.0	1	1.2	1
Cc1cc(C)nc(SCc2cc(=O)c(OC(=O)c3cc(Cl)ccc3Cl)co2)n1	-0.2	-4	0.9	-13
CC(C)=CCCC1(C)C=Cc2c(O)c3c(c(CC=C(C)C)c2O1)OC12C(=CCCC1C(C)(C)O[C@@]2(C/C=C(\C)C(=O)O)C(=O)O)C3=O (some centres undefined)	-0.2	4	0.0	-3
Cc1ncn(-c2ccc(Nc3nccc(-c4cc(C#N)cc(Nc5ccccc5)c4)n3)cc2)n1	0.0	6	2.0	7
CCCCc1ccc(N2C(=O)c3ccccc3NC2c2ccc(Br)cc2)cc1 (centres undefined)	0.1	17	-0.1	-5
O=C(O)c1cocc1C(F)(F)F	0.1	-6	1.0	13
N#Cc1ccccc1COc1ccc(C=O)cc1Br	0.3	19	-1.2	6
CCOc1ccc(/C=N/NS(=O)(=O)c2ccc(C)cc2)c(OCC)c1	0.0	3	1.0	9
O=c1c2sc(=S)n(-c3ccccc3)c2nc(SCc2cc(=O)n3cc(Cl)ccc3n2)n1-c1ccccc1	0.0	4	0.2	-3
COc1cccc(C(=O)Nc2c3c(nc4c2CCC4)CCCC3)c1	-0.1	-8	0.2	-2
O=[N+]([O-])c1ccc(/C=N/Nc2nncc3ccccc23)o1	-0.3	-7	0.6	-4
CSc1nsc(N/N=C(\C)c2ccc(F)cc2)c1C#N	-0.1	-12	-2.1	-14
Cc1ccc(NC(=O)CC2SC(=Nc3ccccc3)N(CC(C)O)C2=O)c(C)c1 (centres undefined)	0.4	26	0.6	-4
COc1ccccc1Cc1noc(-c2ccc(C#N)cc2)n1	0.2	2	-0.4	-25
COc1ccc(S(=O)(=O)NC2CCCCC2)c(Cl)c1Cl	0.0	14	0.7	2
c1ccc(Nc2nnc(SCCOc3ccccc3)s2)cc1	-0.1	-3	-1.0	-36
CC1Cc2cc(S(=O)(=O)NCCC(=O)Nc3ccccc3F)ccc2N1C(=O)C1CC1 (centres undefined)	0.4	-6	-0.8	1
N#C/C(=C\c1ccc(Br)cc1)C(=O)NC1CCS(=O)(=O)C1 (centres undefined)	-0.2	-14	1.3	0
CCN1C(=O)CC(N2CCC(C(=O)N3CCOCC3)CC2)C1=O (centres undefined)	-0.2	-4	15*	1
COC(=O)c1ccc(NC(=O)Nc2ccc(F)c(Cl)c2)cc1	0.0	1	-1.6	-22
CCCSC1=C(C#N)C(c2cccnc2)C(C(=O)OCC)=C(c2ccccc2)N1 (centres undefined)	-0.6	7	-1.5	-1
COc1ccc(OC)c(N=NC2=C(O)CC(C)(C)CC2=O)c1	-0.3	15	-0.4	-1
CC1C=CCC2C(=O)N(c3ncn[nH]3)C(=O)C12 (centres undefined)	0.3	-9	-0.7	3
COc1ccc(N(CC(=O)N2CC(C)CC(C)C2)S(=O)(=O)c2c(C)nn(C)c2C)cc1 (centres undefined)	0.4	-21	-0.1	7
CC(C)(C)c1ccc(C2C(C#N)=C(N)N(c3ccc(F)cc3)C3=C2C(=O)CCC3)s1 (centres undefined)	0.2	-13	-1.2	-2
COc1ccc(CCCN=C(N)N=C(N)N)cc1	0.3	13	-0.5	14
CCOC(=O)N1CCN(c2cc(C)nc3c(-c4ccc(Cl)cc4)c(C)nn23)CC1	0.4	11	0.5	2
CCN(CC)S(=O)(=O)c1ccc(-c2nnc(SCC(=O)c3ccccc3F)o2)cc1	-0.1	-12	0.1	2
O=C(Nc1ccccc1C(=O)O)c1cc(S(=O)(=O)NCc2ccccc2)ccc1Cl	-0.2	-2	-2.6	0
COc1ccc(C(=O)CSc2nc3cccnc3n2C)cc1	0.0	4	-0.4	5

Some of the entries so far, comma-delimited:
molecule,FBW7 activator,MITF primary,GPR151 ag,TEAD-YAP block
CSc1nsc(N/N=C(\C)c2ccc(F)cc2)c1C#N,-0.1,-12,-2.1,-14
Cc1ccc(NC(=O)CC2SC(=Nc3ccccc3)N(CC(C)O)C2=O)c(C)c1 (centres undefined),0.4,26,0.6,-4
COc1ccccc1Cc1noc(-c2ccc(C#N)cc2)n1,0.2,2,-0.4,-25
COc1ccc(S(=O)(=O)NC2CCCCC2)c(Cl)c1Cl,0.0,14,0.7,2
c1ccc(Nc2nnc(SCCOc3ccccc3)s2)cc1,-0.1,-3,-1.0,-36

Remaining list, next part.
SMILES	FBW7 activator	MITF primary	GPR151 ag	TEAD-YAP block
O=C(Cc1cccs1)N1CCN=C1SCc1ccccc1	0.3	6	-0.6	9
Cc1nn(C)c(C)c1-c1nc(Nc2ccccc2)c2ncn(-c3ccccc3)c2n1	-0.1	5	0.6	-72
Cc1ccc(S(=O)(=O)NCC(=O)N(CC(=O)NCc2ccco2)CC2CCCO2)cc1 (centres undefined)	0.0	2	0.9	5
Cc1ccc(C2(c3ccc(O)cc3)CCCCC2)cc1	0.1	-12	2.3	-2
OCCNc1nc(Nc2ccccc2O)nc2ccccc12	-0.2	9	1.0	13
Cc1ccc(CN(Cc2ccccc2)C(=S)NCC(=O)O)o1	0.8	-17	1.1	-9
CCOc1ccc(NC(=O)COc2ccc(C(=O)NC3CCCCC3)cc2)cc1	0.1	5	-0.1	4
CCCCCCCCCCCC(=O)CC(=O)N[C@H]1CCOC1=O	.	0	1.1	.
Cc1ccc(-n2ncc3c(=O)[nH]cnc32)c(C)c1	0.0	-8	1.5	-10
Cc1[nH]c2ccccc2c1C(=O)CSc1nnnn1-c1ccccc1	0.2	12	0.8	8
COc1ccc2ccccc2c1C1N=C(SCc2ccc(F)cc2)NC(C)=C1C(C)=O (centres undefined)	0.3	10	0.7	4
O=C(Oc1ccc2c(=O)c(Oc3ccc4ccccc4c3)coc2c1)c1cncc(Br)c1	-0.3	3	-0.4	0
c1cnc2ccc(Nc3nc(NCc4nc5ccccc5[nH]4)c4ncn(C5CCCCC5)c4n3)cc2c1	-0.1	0	1.5	6
COc1cccc(NC(=S)NCc2cccnc2)c1	0.3&1.1	15&-14	6.1*!	7&12
COc1ccccc1N1CCN(C(=O)CSc2nc3ccccc3o2)CC1	0.8	5	1.7	15
COc1ccc(N(CC(=O)Nc2ccc(C)c(C)c2)S(=O)(=O)c2c(C)n[nH]c2C)cc1	-0.1	2	1.3	9
O=C1OC(c2ccc(Cl)cc2Cl)=N/C1=C\c1cccs1	-0.1	6	1.1	12
O=C(COc1ccccc1)N1C(=O)c2ccccc2S1(=O)=O	0.0	10	5.2*	2
NC(=O)c1cc2ccc(O)cc2oc1=Nc1cccc2ccccc12	-0.2	10	-9.9	-35
COc1ccc(OC)c(C(=O)COC(=O)C2(C)CC2(Cl)Cl)c1 (centres undefined)	0.0	14	-0.8	-3
CC1C(=O)NCCN1C(=O)c1cc2ccccc2oc1=O (centres undefined)	0.0	-13	4.2	-6
CCCn1cc(CN2CCc3ccc(NC(=O)C4CCCO4)cc3C2)c(C)n1 (centres undefined)	0.0	-4	0.0	-13
COc1ccc(CC2=NOC(CNC(=O)c3cn4ccccc4n3)C2)cc1 (centres undefined)	0.7	-11	-1.8	-5
COc1cc([N+](=O)[O-])ccc1N1C(=O)C2C3C=CC(C(OC(C)=O)OC(C)=O)(O3)C2C1=O (centres undefined)	0.0	13	0.2	-5
Cc1ccc2c(COC(=O)c3ccc(N4CCOCC4)c([N+](=O)[O-])c3)cc(=O)oc2c1	1.1	13	-1.2	1
CCCC1OCC2(CO)C(C)C=C(C)C1C2C (centres undefined)	-0.1	1	2.0	9
CCOc1ccc(S(=O)(=O)NCCc2csc3nc(-c4ccccc4)nn23)cc1	0.0	12	0.6	-2
COc1cccc(NC(=O)N2C(=O)C(=O)c3cc(Br)ccc32)c1	0.0	18	-0.9	-5
O=C(c1ccco1)N1CCN(c2ccc([N+](=O)[O-])c(NCc3ccco3)c2)CC1	0.5	7	-1.6	7
CC1=C/C(=N/OC(=O)c2ccc([N+](=O)[O-])cc2)C(Br)C(Br)C1=O (centres undefined)	0.5	0	-0.3	-31
Cc1ccnc(NC(=S)NC(=O)/C=C/c2ccco2)c1	0.0	7	-0.6	4
CC(NS(=O)(=O)c1ccc(OCC(=O)NCCc2ccccc2)cc1)c1ccccc1 (centres undefined)	0.2	13	-0.6	16
CCOC(=O)c1cc(-c2ccccc2)sc1NC(C)=O	0.1	15	1.6	10
Cc1ccc(N2C(=O)c3ccc(C(=O)Nc4ccc(C(=O)O)cc4)cc3C2=O)cc1C	0.1	2	-1.0	-1
Cc1nn(C)c(C)c1CN(Cc1c(C(=O)N2CCCC2)nc2sccn12)C1CC1	0.0	2	0.1	6
CCN1CCN(C(=O)NC(C(=O)NC2C(=O)N3C(C(=O)O)=C(CSc4nnnn4C)CSC23)c2ccc(O)cc2)C(=O)C1=O (centres undefined)	0.0&0.1	20&20	1.6&-1.2	6
CCCCC[C@H](O)/C=C/C1=C(CCCCCCC(=O)O)C(=O)CC1	0.1&-0.1	3&-4&-3	5.6*!	-11&-8
Cc1nnc2n1CCN(C(=O)/C=C/c1cccc(F)c1F)CC2	0.3	-33	-0.3	0
O=C(OCc1ccc(F)cc1F)c1ccc(F)cc1	-0.1	1	2.0	3
CCOc1ccc(Cl)cc1C=C1C(=O)NC(=O)NC1=O	0.2	12	0.2	7
Cc1sc2ncn(CC(=O)Nc3ccc(F)cc3)c(=O)c2c1C	0.2	-14	0.0	-14
COc1ccc(C2=NN(C(=O)CSc3nnc(CNC(=O)COc4ccccc4)n3C)C(c3ccc(C)cc3)C2)cc1 (centres undefined)	0.1	-13	1.2	11
Cc1cccc(C)c1NC(=O)C(=O)NCC1CCCN1S(=O)(=O)c1cccs1 (centres undefined)	0.1	-4	-2.0	2
Cc1ccccc1N=c1scc(C)n1CCCO	-0.3	-10	0.0	-16
O=C(Nc1ccc2nn(-c3cccc(C(F)(F)F)c3)nc2c1)c1cc2ccccc2o1	-0.5	14	0.8	4
Cc1ccc(OCC(=O)N2CCc3ccccc3C2)c(Br)c1	-0.1	-1	0.1	-41
Cc1ccc(Cl)cc1NS(=O)(=O)c1cc(Br)cnc1N	-0.2	11	0.5	11
CCNc1c(NC(=O)c2cccc(F)c2)c(=O)oc2ccccc12	-0.1	-4	0.2	-8
O=C(Nc1ccccc1)c1cc2ccccc2oc1=Nc1ccc(Br)cc1	0.2	4	-0.3	-56
O=C(CCCC(=O)OCC(=O)c1ccc([N+](=O)[O-])cc1)Nc1ccc(Br)cc1	-0.2	-7	3.4	-3
Cc1cccc(CSc2nc3ccsc3c(=O)n2CCCC(=O)NCc2ccc3c(c2)OCO3)c1	0.0	-8	-0.2	-15
O=C(Nc1ccc(-c2ccncc2)cc1)C1Cc2c(ccc3ccccc23)O1 (centres undefined)	-0.2	7	3.8	26
CCOc1cc(/C=c2/sc3nc4cc(C)c(C)cc4n3c2=O)cc(I)c1OC	0.0	-5	-0.9	5
CC(C)C(=O)N1CCN(CCN=CC2=C(O)CC(C)(C)CC2=O)CC1	0.1	15	1.0	1
COCCNC(=O)c1ccc(I)cc1	0.1	-9	0.0	7
COc1ccc(C(=O)NC(=S)Nc2nccs2)cc1Cl	0.8	24	0.6	-31
Cc1ccc(/C(N)=N/OC(=O)COc2cccc3ccccc23)cc1	-0.1	-3	2.6	1
O=C(Cn1ncc2c3ccccc3n(Cc3ccccc3F)c2c1=O)N1CCCCC1	0.8	5	-1.0	7
CC(C)C(NC(=O)c1ccc(NS(C)(=O)=O)cc1)C(C)C	0.0	13	1.6	-1
O=C(N1CCN(Cc2ccc3c(c2)OCO3)CC1)C(Cl)(Cl)Cl	-0.1	-3	1.5	-5
Cc1ccc(-c2cnc3ccc(NCc4ccncc4)nn23)cc1C	-0.5	-23	-0.7	-18

5 of these compounds, reformatted:
molecule | FBW7 activator | MITF primary | GPR151 ag | TEAD-YAP block
N#Cc1ccccc1COc1ccc(C=O)cc1Br | 0.3 | 19 | -1.2 | 6
CCOc1ccc(/C=N/NS(=O)(=O)c2ccc(C)cc2)c(OCC)c1 | 0.0 | 3 | 1.0 | 9
O=c1c2sc(=S)n(-c3ccccc3)c2nc(SCc2cc(=O)n3cc(Cl)ccc3n2)n1-c1ccccc1 | 0.0 | 4 | 0.2 | -3
COc1cccc(C(=O)Nc2c3c(nc4c2CCC4)CCCC3)c1 | -0.1 | -8 | 0.2 | -2
O=[N+]([O-])c1ccc(/C=N/Nc2nncc3ccccc23)o1 | -0.3 | -7 | 0.6 | -4
